# Compound activity deposited in PubChem BioAssay by National Center for Advancing Translational Sciences (NCATS).
# IDH1 R132H inh – inhibitors of human mutant IDH1 R132H; IDH1-R132H enzyme, NADPH consumption, diaphorase/resazurin fluorescence; Potency, µM (titrated, usually from 76.6 µM), for the others: top-dose activity change, negative = inhibition, most hits filed as inhibitors; 390,000 compounds, 0.093% hits; O75874; AID 602179; also: potency is read from the fitted curve at half-maximal effect; % is scaled to controls: 0 for no effect and ±100 for the full control effect; nearly all actives have a fitted effect of over 65% in size
# Target sequence (O75874 whole entry R132H, stated change not applied): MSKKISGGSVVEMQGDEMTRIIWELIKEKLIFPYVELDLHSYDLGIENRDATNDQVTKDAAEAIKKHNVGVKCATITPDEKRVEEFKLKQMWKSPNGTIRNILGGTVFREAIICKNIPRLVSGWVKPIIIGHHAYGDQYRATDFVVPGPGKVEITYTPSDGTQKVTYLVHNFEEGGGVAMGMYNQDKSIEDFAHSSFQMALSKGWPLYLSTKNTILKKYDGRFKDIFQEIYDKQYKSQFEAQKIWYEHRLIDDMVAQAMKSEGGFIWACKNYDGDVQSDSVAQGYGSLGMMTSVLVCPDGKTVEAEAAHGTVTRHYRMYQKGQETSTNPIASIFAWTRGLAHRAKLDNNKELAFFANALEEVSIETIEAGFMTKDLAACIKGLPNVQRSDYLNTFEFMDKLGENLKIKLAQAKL
#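 IDH1-R132H (0.5 ug/mL dispensed) in pH 7.5 Tris buffer was preincubated 30 min with compound, then given a substrate mix of 0.016 mM NADPH and 2 mM alpha-KG for 80 min at room temperature; remaining NADPH was read by diaphorase/resazurin fluorescence.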
# TrxR1 inh – inhibitors of rat thioredoxin reductase 1; recombinant rTrxR1, NADPH fluorescence consumption, selenite substrate; 390,000 compounds, 1% hits; Potency, µM (top dose mostly 114 µM), inactives show top-dose activity change, negative = inhibition, usual class: inhibitors; O89049; also: potency is read from the fitted curve at half-maximal effect; % is scaled to controls: 0 for no effect and ±100 for the full control effect; nearly all actives have a fitted effect of over 65% in size
# Target sequence (O89049 whole entry, looked up): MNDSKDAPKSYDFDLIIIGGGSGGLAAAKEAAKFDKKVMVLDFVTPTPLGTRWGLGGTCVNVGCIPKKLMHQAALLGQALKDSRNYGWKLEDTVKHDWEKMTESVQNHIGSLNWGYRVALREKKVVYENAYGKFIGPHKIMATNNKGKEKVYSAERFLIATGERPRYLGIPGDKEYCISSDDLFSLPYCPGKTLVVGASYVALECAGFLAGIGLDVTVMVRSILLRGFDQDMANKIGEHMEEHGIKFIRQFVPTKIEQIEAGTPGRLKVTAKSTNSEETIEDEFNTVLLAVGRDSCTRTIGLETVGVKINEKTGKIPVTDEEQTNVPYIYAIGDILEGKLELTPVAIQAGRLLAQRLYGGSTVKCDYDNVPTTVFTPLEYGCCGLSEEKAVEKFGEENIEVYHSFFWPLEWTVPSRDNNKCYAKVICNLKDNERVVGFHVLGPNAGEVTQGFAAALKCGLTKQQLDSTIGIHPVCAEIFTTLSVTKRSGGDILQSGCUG
#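 Rat TrxR1 (90 nM in the dispensed reagent) was pre-reduced with 400 uM NADPH for 5 min at room temperature, then incubated with compound for 15 min. After 400 uM selenite was added, NADPH fluorescence (Ex 340/Em 450 nm) was followed for 8 min.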
# TrxR1 substrate – rat thioredoxin reductase 1 substrate activity | purified TrxR1 substrate turnover, NADPH consumption readout | O89049 | Potency, µM (titrated, usually from 114 µM), for the others: top-dose activity change, negative = substrate turnover | 390,000 compounds, 0.01% hits; also: potency is read from the fitted curve at half-maximal effect; % is scaled to controls: 0 for no effect and ±100 for the full control effect; nearly all actives have a fitted effect of over 50% in size
#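 Rat TrxR1, dispensed at 90 nM, was prereduced with 400 uM NADPH (final) for 5 min at ~22 deg C, then incubated with compound 15 min before 400 uM selenite. A first-read NADPH fluorescence drop versus no-compound background flagged substrates.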
# TRHR enhancer – TRH receptor (human) allosteric enhancement; P34981; TRHR cells, fluo-8 calcium fluorescence, EC20 TRH enhancement; enhancement, % at 2 µM; 360,000 compounds, 0.66% hits; in the data active = enhancement above about 30%; also: 0% is about no effect
#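 Enhancer read-out: after compound pinning and an initial kinetic agonist-mode read, an EC20 of TRH (10 nM final) was injected and fluo-8 calcium signal (Ex 480/Em 530) followed at 1 s/cycle for 100 cycles in TRHR-expressing cells.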
# TRHR agonist – TRH receptor (human) agonism. P34981. TRHR cells, calcium flux fluo-8, FDSS agonist mode. activation, % at 2 µM. 360,000 compounds, 0.18% hits. AID 493084; in the data active = activation above about 30%; also: 0% is about no effect
#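 TRHR-expressing cells, plated overnight in medium with 10% serum, were loaded with fluo-8 calcium dye at room temperature. After a 10 s baseline, library compound was pin-added and calcium release was recorded kinetically (ex 480/em 530) as agonist response.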
# D2 agonist – activates the human D2 dopamine receptor. HEK293 T-REx D2 cells, calcium flux agonist mode. 340,000 compounds, 0.53% hits. activation, % at 2 µM. P14416;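 active = activation over 3 SD above normal in the single-dose calcium agonist read, cut at about 30% in these data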; also: 0% is about no effect
#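 Calcium-flux readout, 1 cycle/sec over 180 s following compound pin transfer, in inducible HEK293 Trex D2 cells (force-coupled); dopamine controls included. Positive calcium responses during this window marked compounds as potential agonists.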
# USP1 inh – inhibitors of human USP1/UAF1 deubiquitinase; O94782; recombinant USP1/UAF1, Ub-Rhodamine cleavage fluorescence; Potency, µM (highest dose often 57.1 µM), for inactives: top-dose activity change, negative = inhibition, most hits filed as inhibitors; 390,000 compounds, 0.23% hits; AID 743255; also: potency is read from the fitted curve at half-maximal effect; % is scaled to controls: 0 for no effect and ±100 for the full control effect; nearly all actives have a fitted effect of over 60% in size; inactives centre near -12
#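 High-throughput fluorogenic screen: 1nM USP1/UAF1 complex, Ub-Rho substrate 150nM final, 50mM HEPES pH 7.8 with 0.5mM EDTA, 0.1 mg/ml BSA, 1mM TCEP and 0.01% Tween-20.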
# D2 antagonist – antagonists of human D2 dopamine receptor; P14416; HEK293 TREx D2 cells, calcium flux, dopamine EC80; inhibition, % at 10 µM; 340,000 compounds, 2% hits; AID 485344; in the data active = inhibition above about 30%; also: 0% is about no effect
#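 Overnight-induced (tetracycline, 30 C) HEK293 T-REx cells carrying force-coupled D2 receive a no-wash calcium dye, then compound, then EC80 dopamine at 180 s; signals are read kinetically throughout.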
# Pin1 inhibitor – blocks the human prolyl isomerase Pin1; Q13526; Pin1 FP peptide displacement, HiFluor488, 10 min; Potency, µM (series often up to 115 µM), inactives show at the top dose activity, negative = inhibition, hits mostly inhibitors; 390,000 compounds, 0.009% hits; AID 504891; active = well fitted inhibition curve with a large enough effect in the polarisation, with a control signal flat, not every such curve was filed as active; inconclusive = small, poorly fitted or top-dose-only effect, or effect the other way, or a change in a side signal; inactive = no such curve, though single readings can be large or run the other way; the % refers to the polarisation; also: potency is read from the fitted curve at half-maximal effect; % is scaled to controls: 0 for no effect and ±100 for the full control effect
# Target sequence (Q13526 whole entry, looked up): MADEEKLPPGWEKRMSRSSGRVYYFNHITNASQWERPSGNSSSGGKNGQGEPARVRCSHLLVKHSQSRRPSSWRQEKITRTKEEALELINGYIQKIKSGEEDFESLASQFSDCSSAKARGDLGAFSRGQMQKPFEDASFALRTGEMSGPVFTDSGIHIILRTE
# * hit, by the source's call; ? = inconclusive; nt = no result given; & = joins results of further samples; [ ] = dose if it differs, or a comment. Unless noted, calls follow the shape of the dose curve; as a rule, active = well fitted inhibition curve with a large enough effect; inconclusive = small, poorly fitted or top-dose-only effect; inactive = no such curve, though single readings can be large or run the other way. Not all compounds are listed; rates above refer to the full screens.
SMILES,IDH1 R132H inh,TrxR1 inh,TrxR1 substrate,TRHR enhancer,TRHR agonist,D2 agonist,USP1 inh,D2 antagonist,Pin1 inhibitor
CCOc1cccc(CN2CCN(c3cccc(C(F)(F)F)c3)CC2)c1O,4.2%,-3.0%,-11.1%,3.5,-0.7,0.1,-16.3%,6.5,6.0%
Cc1ccccc1Cn1cc(NC(=O)c2cc(-c3cccs3)on2)cn1,0.3%,2.9%,13.8%,-9.0,1.8,-0.8,-4.7%,15.4,8.2%
CSc1nc2sc(-c3ccccc3)cc2c(=O)n1N,2.7%,4.7%,3.2%,-2.7,0.8,0.1,-8.1%,5.2,4.0%
CCn1c(=O)c(C(=O)Nc2ccccc2S(N)(=O)=O)c(O)c2ccccc21,0.4%,11.8%[57.1 µM],10.8%[57.1 µM],-2.6,-0.6,-0.4,-0.2%,-11.1,0.9%
CC(C)Cc1n[nH]c(=O)c2c1nnn2Cc1ccccc1F,-2.0%,-10.6%[11.4 µM],-6.1%[11.4 µM],-3.0,-0.8,-0.9,-17.9%,8.6,2.6%
Cc1ccccc1-n1nc2c(c1NC(=O)c1ccc3c(c1)OCO3)CS(=O)(=O)C2,7.1%,-27.8%,-14.5%,1.6,0.5,0.6,-13.1%,-5.5,-2.1%
CCCCn1c(N)c(N(CCOC)C(=O)Cn2c(=O)cnc3ccccc32)c(=O)[nH]c1=O,-12.7%,3.2%,-0.1%,-0.6,0.4,1.3,-11.0%,-6.7,1.8%
Cc1cccc(Oc2coc3cc(O)ccc3c2=O)c1,15.9%,15.4%,29.6%,-0.9,-0.5,-0.2,-11.2%,0.9,0.6%
Cn1cc(Cl)c(-c2n[nH]c(=S)n2-c2ccc(F)cc2)n1,-1.2%,-1.2%,4.6%,-0.5,0.2,1.8,-1.4%,9.4,?
O=C(Cc1ccccc1)Nc1cccnc1,-1.6%,15.5%[57.1 µM],-1.5%[57.1 µM],4.0,0.2,3.1,-10.3%,-25.7,-5.6%
Cn1c(Cn2cnc([N+](=O)[O-])n2)nnc1SCC(=O)Nc1cccc(Cl)c1,5.7%,4.2%[57.1 µM],12.9%[57.1 µM],-7.0,0.3,-1.1,-16.7%,-2.8,-0.3%
Nc1nncn1C(=O)CCCOc1ccc(Cl)cc1Cl,2.5%,6.8%,-7.9%,-3.6,0.0,0.0,-16.4%,-10.7,-2.1%
CCC(Sc1nncn1C)C(=O)Nc1cc(C)on1 (stereo not given),-3.6%,20.0%,6.5%,8.6,0.2,0.0,-26.5%,17.0,-3.5%
O=C(CC1C(=O)NCCN1Cc1cccc(F)c1)NC1CCC1 (stereo not given),-8.8%,?,-6.5%,2.3,0.4,0.5,-7.5%,-4.8,-5.1%
CCCCCOC(=O)C1=C(C)NC(=O)NC1c1ccc(OC)cc1 (stereo not given),7.9%,25.9%[57.1 µM],-5.3%,-1.9,0.4,-0.1,-16.7%,-27.5,-6.4%
CCCCNC(=O)CSc1nnc(-c2c[nH]c3ccccc23)n1CC1CCCO1 (stereo not given),11.5%,8.1%,-6.9%,2.5,0.0,nt,-13.3%,nt,2.0%
Cc1ccccc1CSCCNC(=O)Nc1ccccc1,10.5%,-11.4%,?,-6.8,-0.5,-0.7,-18.4%,-9.1,16.8%
COc1cccc(N2CCN(c3ncnc4c3[nH]c3ccc(F)cc34)CC2C)c1 (stereo not given),2.1%,-15.4%,-0.3%,6.0,-0.1,3.1,-15.4%,-1.4,3.6%
O=[N+]([O-])c1ccc2nc(C3CCCCC3)[nH]c2c1,18.9%,4.1%[57.1 µM],-4.7%[57.1 µM],0.3,-0.6,0.0,-5.5%,-10.1,-2.1%
O=S1(=O)CC(O)C(NCc2cccnc2)C1 (stereo not given),-1.5%,34.9%,15.4%,0.7,0.6,nt,-11.9%,nt,-11.7%
O=C(CCCl)Nc1nc2c(s1)CCc1ccccc1-2,10.9%,2.8%,1.1%,-1.4,-0.6,-1.5,?,10.8,-3.4%
CCc1cc(-c2ccc3c(c2)COc2c4ccccc4nn2-3)on1,-9.7%,17.1%,1.5%,nt,nt,nt,-26.0%,nt,?
Cc1[nH]n(CCC#N)c(=O)c1CC(=O)N1CCN(c2ccccc2)CC1,1.4%,?,-10.5%,-5.8,0.6,-0.7,-13.9%,-10.1,-0.2%
CCOCC(=O)NC1CCc2cc(OC)c(OC)c(OC)c2-c2ccc(SC)c(=O)cc21 (stereo not given),5.2%,-13.2%,-13.1%,nt,nt,nt,1.2%,nt,-2.1%
CCOC(=O)CCn1nc(C)c2c(C)n(-c3ccccc3)nc2c1=O,nt,1.4%,-1.6%,14.5,0.4,-0.2,-12.9%,nt,-4.5%
CCc1nc2ccc(C(=O)NCCc3ccco3)cc2nc1CC,3.6%,5.7%[57.1 µM],-0.7%[57.1 µM],-2.5,-0.2,-0.6,-1.9%,-9.0,1.4%
O=C(O)c1ccc(N=C2c3ccccc3-c3ccccc32)cc1,-10.4%,-20.0%,0.1%,nt,nt,nt,-12.3%,nt,?
CC(C)(O)c1[nH]c2ccc(C(F)(F)F)cc2c1C(C)(C)O,-3.9%,-12.4%,-10.2%,-0.9,0.7,7.4,-1.2%,3.8,0.1%
Cc1cc(C)cc(N(CC(=O)NC2CCCC2)C(=O)CNC(=O)c2ccco2)c1,11.9%,15.8%[57.1 µM],9.8%[57.1 µM],0.7,-2.4,0.7,3.2%,-7.9,1.7%
O=C(/C=C/c1ccccc1)NC1CCCc2ccccc21 (stereo not given),nt,nt,nt,-0.1,-0.7,0.2,nt,5.4,nt
O=S(=O)(c1ccc(F)cc1)N(CCO)CC(O)Cn1c2ccccc2c2ccccc21 (stereo not given),-1.3%,15.5%,3.3%,-1.9,1.2,0.6,-15.7%,-11.5,?
CCOC(=O)Cc1cc(=O)[nH]c(/N=C(\N)Nc2ccc(C)cc2C)n1,1.0%,1.4%,-4.8%,-3.3,0.1,5.0,5.9%,4.2,1.0%
CCOc1ccc(C(=O)CC(Sc2ccc(C)cc2)C(=O)O)cc1 (stereo not given),11.0%,21.6%[57.1 µM],-10.3%[57.1 µM],0.1,-0.3,-2.5,-13.8%,20.7,-4.3%
O=C(NCCc1ccccc1)c1sc2ncccc2c1-n1cccc1,3.7%,31.2%[57.1 µM],3.6%[57.1 µM],-3.7,0.2,-0.3,-26.9%,nt,0.1%
COc1ccc(N2CCN(Cc3nc4c(c(=O)n(C)c(=O)n4C)n3Cc3cccc(C)c3)CC2)cc1,-0.6%,4.1%[57.1 µM],6.9%[57.1 µM],-6.4,0.2,nt,1.3%,nt,0.1%
CN(C)c1ccc(C(CC(=O)c2ccccc2)C2CCCCC2=O)cc1 (stereo not given),2.8%,9.5%,-0.5%,-0.2,-1.2,-0.6,-21.9%,18.0,-0.2%
C#CCOCCOCCOCCNc1nc(N2CCOCC2)nc(N2CCN(C(=O)[C@H](C)n3cc(CCCN=C(N)N)nn3)CC2)n1,6.1%,-34.8%,1.2%,20.3,0.1,-0.3,6.3%,-1.3,-7.1%
O=C(CCNS(=O)(=O)c1cccc2nsnc12)N1CCc2ccccc21,7.5%,15.8%[57.1 µM],11.0%[57.1 µM],-4.7,1.4,-0.1,2.1%,11.6,-6.0%
O=C(CSc1nnc(Cc2ccccc2)n1-c1ccccc1)NNC(=O)Cc1ccccc1,4.3%,4.5%,-0.9%,31.4*,0.1,0.0,-6.5%,2.0,3.8%
N#Cc1cc2c(nc1SCC(=O)Nc1sc3c(c1C#N)CCC3)CCCCC2,1.3%,-4.5%,9.5%,-0.5,0.1,0.2,-6.2%,-0.8,13.1%
CC(CNC(=O)Cc1ccc(NC(=O)N2CCSc3ncccc32)cc1)c1ccccc1 (stereo not given),-9.5%,14.7%,-3.7%,-6.1,0.2,0.1,?,nt,6.3%
COC(=O)c1ccccc1NC(=O)CSc1nc2ncccc2[nH]1,1.0%,-2.8%,-1.2%,5.1,0.0,0.5,-22.6%,-6.6,-1.8%
CCOC(=O)C1(Cc2cccc(F)c2)CCN(Cc2cn(CC)nc2C)CC1,-3.8%,12.7%[57.1 µM],2.5%,1.5,0.5,nt,-3.6%,nt,4.7%
Cc1cccc(C2NC(=O)c3c(sc4c3CCN(C)C4)N2)c1O (stereo not given),19.7%,-16.9%,14.5%,47.3*,-0.8,-0.7,?,nt,?
CCc1ccccc1NC(=S)N1CCC(C(=O)c2ccc(F)cc2)CC1,1.7%,0.8%,-12.9%,nt,nt,nt,-28.7%,nt,-9.4%

# Part of the list above, showing only TRHR agonist:
SMILES | TRHR agonist
CC(CNC(=O)Cc1ccc(NC(=O)N2CCSc3ncccc32)cc1)c1ccccc1 (stereo not given) | 0.2
COC(=O)c1ccccc1NC(=O)CSc1nc2ncccc2[nH]1 | 0.0

# New compounds follow.
SMILES,IDH1 R132H inh,TrxR1 inh,TrxR1 substrate,TRHR enhancer,TRHR agonist,D2 agonist,USP1 inh,D2 antagonist,Pin1 inhibitor
CCC1(c2ccc(F)cc2)NC(=O)N(CC(=O)N2CCOCC2)C1=O (stereo not given),-3.9%,25.3%[57.1 µM],13.2%[57.1 µM],-5.8,-0.3,-0.6,-24.2%,13.4,15.1%
O=[N+]([O-])c1ccc(OCc2cn([C@@H](CO)c3ccccc3)nn2)c(Br)c1,8.2%,9.6%[57.1 µM],-8.5%[57.1 µM],2.5,0.9,0.3,-3.2%,-11.9,0.9%
Cc1ccc(C(C)C)c(OCC#CCN2CCOCC2)c1,2.5%,5.8%,-5.7%,-2.7,-0.2,-1.7,-14.4%,-13.0,-3.5%
C/C(=N\Nc1nc(C(C)(C)C)cs1)c1ccc(O)cc1,4.7%,0.7%,-6.3%,2.5,-0.6,nt,4.1%,nt,-0.9%
O=C(CSc1nccn1Cc1ccco1)Nc1ccc(F)cc1,2.3%&0.0%,1.3%,-2.3%,5.7&-0.4,-0.8&-0.4,-1.0&0.0,-6.2%&-5.2%,9.9,0.7%&-6.8%
